# WRN inhibitor – inhibitors of human WRN helicase. Q14191. WRN helicase unwinding, fluorescent forked duplex, kinetic. Potency, µM (series often up to 114 µM), for the others: at the highest dose activity change, negative = inhibition, hits mostly inhibitors. 360,000 compounds, 0.46% hits; also: potency is read from the fitted curve at half-maximal effect; % is scaled to controls: 0 for no effect and ±100 for the full control effect; nearly all actives have a fitted effect of over 55% in size
#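 WRN at 20 nM final was preincubated with compound for 15 min at room temperature; reaction started with 100 nM forked duplex oligonucleotide carrying fluorophore and quencher plus 2 mM ATP (final). Unwinding followed kinetically by red fluorescence (ex 525/em 598 nm).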
# IL-2 act – activates IL-2 in a cell-based reporter assay | IL-2 activation reporter assay, cell-based qHTS; stimulated with anti-CD3/CD4/CD28 beads; in transgenic mouse T cells | activation, % (series mostly up to about 46 µM) | 360,000 compounds, 0.065% hits; in the data active = activation above about 50%; inconclusive = mostly about 30% to 49%; also: 0% is about no effect
#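 Unstimulated transgenic mouse T cells preincubated 60 min with compound, then stimulated with anti-CD3/anti-CD4-coated beads plus anti-CD28 for 18 h at 37 degrees C. IL-2 response read as EGFP and DsRed fluorescence by plate cytometry.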
# EPAC1 ag – activates human EPAC1 exchange factor; 360,000 compounds, 0.073% hits; O95398; EPAC1 agonist qHTS, biochemical assay; response scale: 100% = response to 6.5 mM cAMP; Potency, µM (titrated, usually from 154 µM), without a hit: at the top dose activation, actives largely listed as activators; also: potency is read from the fitted curve at half-maximal effect; nearly all actives have a fitted effect of over 60% in size
#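 Fluorescent GDP-exchange assay: 100 nM EPAC1 with 250 nM Rap1B preloaded with BODIPY-GDP and 50 uM GDP; compounds tested as concentration series, 5 min at room temperature, then read every 5 min for 30 min (ex 480/em 540 nm); normalized to 6.5 mM cAMP.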
# Abeta rescue – compounds reversing amyloid beta toxicity in yeast. yeast expressing A-beta42, growth rescue, OD600, 48 h; response scale: 0% DMSO, 100% iron-clioquinol control. Potency, µM (titrated, usually from 46.1 µM), inactives show top-dose growth rescue, actives largely listed as activators. 410,000 compounds, 0.063% hits; also: potency is read from the fitted curve at half-maximal effect; nearly all actives have a fitted effect of over 55% in size
#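 Yeast A-beta toxicity model in growth medium with pinned compounds, 48 h at 30 C; growth read as absorbance at 600 nm. Normalized to FeCl3/clioquinol equimolar mix (positive) and DMSO (negative).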
# PLK1 PBD block – inhibitors of human PLK1 polo-box domain binding; Plk1 PBD binding of FITC phosphopeptide, fluorescence polarization; Potency, µM, for the others: max response, negative = inhibition, hits mostly inhibitors; 360,000 compounds, 2.8% hits; AID 720504; also: potency is read from the fitted curve at half-maximal effect; series mostly up to about 57 µM; % is scaled to controls: 0 for no effect and ±100 for the full control effect; nearly all actives have a fitted effect of over 65% in size
# Target sequence (P53350 whole entry, looked up, the tested form may be a part): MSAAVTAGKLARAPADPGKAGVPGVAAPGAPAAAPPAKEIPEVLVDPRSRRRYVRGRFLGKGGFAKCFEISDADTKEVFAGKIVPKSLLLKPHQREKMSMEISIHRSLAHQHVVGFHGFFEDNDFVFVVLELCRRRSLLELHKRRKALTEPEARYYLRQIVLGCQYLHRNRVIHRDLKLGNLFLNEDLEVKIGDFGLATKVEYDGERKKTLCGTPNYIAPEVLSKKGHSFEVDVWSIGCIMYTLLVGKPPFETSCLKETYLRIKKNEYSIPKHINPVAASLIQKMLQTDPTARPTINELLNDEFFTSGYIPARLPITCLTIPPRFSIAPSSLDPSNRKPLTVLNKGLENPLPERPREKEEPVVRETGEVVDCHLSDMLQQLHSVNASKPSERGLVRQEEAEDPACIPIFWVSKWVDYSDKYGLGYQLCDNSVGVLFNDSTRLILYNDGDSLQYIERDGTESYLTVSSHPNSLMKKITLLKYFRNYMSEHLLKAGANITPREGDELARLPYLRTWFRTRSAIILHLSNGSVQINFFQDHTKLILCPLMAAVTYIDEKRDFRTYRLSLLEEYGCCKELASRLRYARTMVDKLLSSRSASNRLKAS
# EPAC1 antag – EPAC1 (human) antagonism. O95398. EPAC1 GEF assay, Rap1b-BODIPY-GDP exchange fluorescence. Potency, µM (doses to about 115 µM), inactives show at the top dose activity change, negative = inhibition, hits mostly inhibitors. 360,000 compounds, 0.14% hits. AID 720709;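 also: potency is read from the fitted curve at half-maximal effect; plate controls were vehicle for no effect and positive control for full effect; nearly all actives have a fitted effect of over 50% in size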
# FUS suppressor – rescues growth of FUS-expressing yeast. 390,000 compounds, 0.24% hits. AID 1347120. Potency, µM (top dose mostly 76.6 µM), inactives show top-dose growth rescue (activation), most hits filed as activators. S. cerevisiae FUS-expressing, growth rescue, OD600, 24 h;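 also: potency is read from the fitted curve at half-maximal effect; plate controls were DMSO vehicle for no effect and reference control for full effect; nearly all actives have a fitted effect of over 55% in size; some results filed as inactive show a strong effect at the top dose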
#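 Compound concentration series was pinned onto galactose-induced FUS-expressing yeast seeded at OD 0.005. Plates sat 24hr at 30C; absorbance at 600 nm gave growth. DMSO served as background control.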
# PI5P4Ka inh – inhibitors of human PI5P4K alpha | P48426 | PI5P4Kalpha enzyme, ADP-Glo luminescence, 60 min; hits give low values | max response, % | 330,000 compounds, 1.2% hits; active = max response of -50% or lower; inconclusive = between -30% and -50%; inactive = -30% or higher; also: value at the top dose of about 77 µM; % is scaled to controls: 0 for no effect and ±100 for the full control effect
# Target sequence (P48426 whole entry, looked up): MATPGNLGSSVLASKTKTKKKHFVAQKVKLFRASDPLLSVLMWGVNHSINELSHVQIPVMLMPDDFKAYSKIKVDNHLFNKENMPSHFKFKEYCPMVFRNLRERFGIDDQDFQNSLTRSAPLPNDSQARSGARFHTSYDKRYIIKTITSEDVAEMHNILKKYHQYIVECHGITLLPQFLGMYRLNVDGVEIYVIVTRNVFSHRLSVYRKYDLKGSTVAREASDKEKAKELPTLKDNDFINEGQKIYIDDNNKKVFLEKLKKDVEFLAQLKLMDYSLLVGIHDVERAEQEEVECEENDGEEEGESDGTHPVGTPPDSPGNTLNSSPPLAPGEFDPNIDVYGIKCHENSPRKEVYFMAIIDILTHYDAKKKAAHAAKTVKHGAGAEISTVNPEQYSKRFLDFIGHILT
#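 Luminescence from ADP-Glo served as readout of PI5P4Kalpha activity in a qHTS format. Reaction: enzyme, substrate, compound, ATP at 5 microM final, 60 min at RT.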
# The depositor's hits bear a star; u = inconclusive; x = not tested or not shown; [ ] = dose if it differs, or a comment. Unless noted, calls follow the shape of the dose curve; as a rule, active = well fitted curve in the direction sought with a large enough effect; inconclusive = small, poorly fitted or top-dose-only effect, or another doubt; inactive = no such curve, though single readings can be large; an effect the other way counts as inactive or inconclusive.
SMILES,WRN inhibitor,IL-2 act,EPAC1 ag,Abeta rescue,PLK1 PBD block,EPAC1 antag,FUS suppressor,PI5P4Ka inh
Cc1ccc(C)c(-n2c(-c3ccncc3)n[nH]c2=S)c1,-26%,0.9,13%,-4%,-12%,16%,-11%,0
Cc1ccc(NC(=O)CN2C(=O)NC3(CCCCC3C)C2=O)cc1S(=O)(=O)N1CCCCC1 (stereo not drawn),-6%,-0.2,5%,8%,0%,-20%,8%,-6
CCOC(=O)N1CCN(C(=O)c2ccc(OCC)c(OCC)c2)CC1,-7%,0.5,-5%,-10%,-7%,6%,12%,0
COc1ccccc1OCCCCCNCCO,-8%[57.1 µM],-2.4,15%,-4%,-2%,-9%,-11%,x
N#CC(c1ccc(Cl)cc1)c1ncc(C(F)(F)F)cc1Cl (stereo not drawn),-6%,-3.5,14%,u,-9%,-26%,2%,x
O=C(NCc1ccccc1)c1cccnc1,-1%,0.5,0%,-17%,-14%,-9%,-15%,-2
COc1ccc(CCNC(=O)CCCc2ccccc2)cc1,14%,0.2,6%,0%,-15%,0%,-6%,2
CCn1ncc(Cl)c1C(=O)Nc1cc([N+](=O)[O-])ccc1OC,2%,0.0,1%,0%,-4%,10%,6%,2
C[C@@H]1CNC(=O)c2c(C(=O)NC3CCN(C(=O)OC(C)(C)C)CC3)ncn21,8%,0.0,-5%,-18%,-14%,5%,-7%,-8
CS(=O)(=O)N(CC(=O)NCC1CCCO1)c1ccc(F)c(Cl)c1 (stereo not drawn),13%,0.8,-5%,-3%,-4%,5%,-19%,-4
CCCCn1c(SCC(=O)Nc2nnc(C)s2)nnc1-c1ccoc1C,4%,0.3,0%,11%,1%,3%,7%,7
Cc1ccc(CSc2nc3ccccc3c(=O)[nH]2)cc1,-33%,-5.4,7%,-8%,-20%,-17%,-3%,2
CCOC(=O)c1ccc(NC(=O)CSc2nnc(COc3ccccc3OC)n2CC)cc1,6%,-0.1,-3%,18%,0%,9%,-3%,-9
O=C(NCC1CCCO1)C(c1ccco1)N(Cc1ccc(F)cc1)C(=O)CN1C(=O)c2ccccc2S1(=O)=O (stereo not drawn),-9%,6.3,-4%,-17%,-12%,-16%,23%,2
C[C@@H]1CN([C@H](C)CO)C(=O)c2cc(Br)cnc2O[C@@H]1CN(C)C(=O)Cc1ccccc1,-4%,-0.3,4%,11%,0%,2%,-6%,1
Cc1cc(S(=O)(=O)N2CCN(c3c(C)cccc3C)CC2)ccc1F,-13%[57.1 µM],-0.3,-3%,22%,0%,5%,5%,3
Cc1ccc(Nc2ccc(C(=O)NC3CCCCC3)cn2)cc1,-7%,0.1,4%,0%,1%,-16%,-6%,0
c1ccc(CNc2cnccn2)cc1,5%,-1.4,-7%,10%,0%,-4%,15%,x
O=C(O)CCC(=O)N1CCc2cc(S(=O)(=O)NCCc3ccc(Cl)cc3)ccc21,0%,0.8,5%,x,-8%,-9%,10%,4
Cc1ccc(CC(=S)N2CCOCC2)cc1,-1%,-1.6,1%,2%,19µM*,3%,7%,-7
CC1=C(C(=O)OCc2ccccc2)C(c2ccc3c(c2)OCO3)NC(=O)N1CCCC(=O)O (stereo not drawn),10%,3.1,-4%,-15%,-14%,-23%,-4%,-78*
O=C(CSc1nnc2ccccn12)N1CCc2ccccc2C1,3%,-0.1,7%,-1%,-8%,4%,-17%,-5
O=C(N/C(=C/c1ccc(Br)cc1)C(=O)N1CCOCC1)c1ccco1,-18%,-1.6,5%,7%,-2%,3%,x,8
CCCCNC(=O)C(=O)c1ccccc1NC(C)=O,-2%,0.9,1%,0%,-5%,-17%,-20%,-3
Cc1cc(N)n(Cc2cccs2)n1,6%,-2.1,-9%,13%,3%,16%,-40%,2
# Next part.
SMILES,WRN inhibitor,IL-2 act,EPAC1 ag,Abeta rescue,PLK1 PBD block,EPAC1 antag,FUS suppressor,PI5P4Ka inh
COCCn1c(N)c(N(Cc2ccccc2)C(=O)c2oc3ccccc3c2C)c(=O)[nH]c1=O,0%,-0.1,1%,1%,2%,2%,14%,1
O=C(NCCN1C(=O)C2C3C=CC(C3)C2C1=O)N1CCOCC1 (stereo not drawn),-2%,-2.1,2%,4%,-10%,-13%,-11%,3
COCCCN(C(=S)Nc1cc(Cl)cc(Cl)c1)C(C)c1ccncc1 (stereo not drawn),-10%,-0.4,3%,9%,21µM*,3%,x,12
Cc1ccc(S(=O)(=O)NC(C)CCc2ccccc2)cc1C(N)=O (stereo not drawn),5%,-0.3,8%,3%,-12%,-10%,3%,3
CC1CCCN(S(=O)(=O)c2ccc(NC(=O)C3CCN(C(=O)c4ccco4)CC3)cc2)C1 (stereo not drawn),9%,1.0,7%,5%,-1%,-4%,29%,-4
CC(C)(C)C(=O)CSc1ncccn1,-5%,0.7,6%,10%,u,-7%,21%,-22
Cc1ccnc(NC(=O)CSc2cc(=O)n(C)c3ccccc23)c1,-2%,-2.9,11%,12%,-10%,-1%,u,x
Cc1c(Cl)cccc1NC(=O)NC1CCCCC1,-19%,1.2,4%,22%,-2%,0%,39%,5
O=C(N/N=C\c1cc(Br)c(Br)o1)c1cncc(Br)c1,-8%,3.0,3%,-3%,-14%,12%,11%,-23
COCCSc1ccccc1C(=O)Nc1ccccc1C(C)C,11%,2.6,10%,6%,-12%,0%,-31%,-10
COc1ccc(C(c2nnnn2C2CCCC2)N2CCC(C)CC2)c(OC)c1 (stereo not drawn),-5%,-0.7,-2%,8%,-4%,-2%,4%,1
COc1ccccc1C(=O)Nc1cccc(Oc2c(F)c(F)c(F)c(F)c2F)c1,-14%,-0.6,7%,3%,-2%,-13%,26%,8
CC1C2(C)OC(=N)C(C#N)(C(C)O2)C1(C#N)C#N (stereo not drawn),79µM*,-0.4,8%,-3%,-28%,11%,19%,-3
O=c1c2ccccc2nc(-c2ccc(Cl)cc2Cl)n1O,-2%[57.1 µM],-0.5,2%,-29%,u,2%,9%,12
COc1ccc(/C=N/Nc2nc3ccccc3c(=O)n2-c2ccccc2)cc1OC,-14%,-0.5,-1%,-6%,-11%,-8%,x,-12
O=C(/C=C\c1cn(-c2ccccc2)nc1-c1ccccc1)Nc1nccs1,-15%,-0.3,3%,11%,-9%,-2%,-4%,-5
CCN(C(=O)c1ccc(S(=O)(=O)N2CCOCC2)cc1)C1CCS(=O)(=O)C1 (stereo not drawn),3%,0.2,4%,-8%,-1%,17%,6%,3
C=CCOc1ccc(C2C(C#N)=C(N)N(N(C)C)C3=C2C(=O)CCC3)cc1 (stereo not drawn),2%,-0.6,0%,8%,3%,-16%,-15%,1
COC(CNC(=O)C(=O)NCC1OCCN1S(=O)(=O)c1ccccc1)OC (stereo not drawn),0%,-0.5,-9%,-11%,3%,-4%,3%,2
CCCS(=O)(=O)NCCc1cc2ccc(C)cc2[nH]c1=O,-13%,1.8,6%,-4%,1%,0%,-3%,x
COc1ccccc1OCCNC(=O)c1cccs1,3%,-2.8,2%,12%,-9%,-19%,-15%,-7
CCc1nc(-c2cc3ccc(C)cc3[nH]c2=O)no1,-3%,-0.3,0%,-2%,-4%,-8%,-6%,x
O=C(NNS(=O)(=O)c1ccc(Br)cc1)C1CCCCC1,-3%,0.2,2%,4%,-4%,-6%,10%,0
Cc1cccc(-n2nnnc2SCC(=O)NCC2CCCO2)c1 (stereo not drawn),-4%,-1.3,11%,7%,-16%,-6%,-15%,1
COCCN(Cc1cc2ccc(C)cc2[nH]c1=O)S(=O)(=O)c1ccccc1,1%,3.7,1%,-5%,-12%,-10%,28%,3

# Compound profiles, from the list above. Order of values: WRN inhibitor, IL-2 act, EPAC1 ag, Abeta rescue, PLK1 PBD block, EPAC1 antag, FUS suppressor, PI5P4Ka inh
# COC(CNC(=O)C(=O)NCC1OCCN1S(=O)(=O)c1ccccc1)OC (stereo not drawn) across the screens: 0%, -0.5, -9%, -11%, 3%, -4%, 3%, 2
# COc1ccc(/C=N/Nc2nc3ccccc3c(=O)n2-c2ccccc2)cc1OC across the screens: -14%, -0.5, -1%, -6%, -11%, -8%, x, -12
# COc1ccc(CCNC(=O)CCCc2ccccc2)cc1 across the screens: 14%, 0.2, 6%, 0%, -15%, 0%, -6%, 2
# Cc1ccc(S(=O)(=O)NC(C)CCc2ccccc2)cc1C(N)=O (stereo not drawn) across the screens: 5%, -0.3, 8%, 3%, -12%, -10%, 3%, 3
# Cc1ccnc(NC(=O)CSc2cc(=O)n(C)c3ccccc23)c1 across the screens: -2%, -2.9, 11%, 12%, -10%, -1%, u, x

# More compounds follow.
SMILES,WRN inhibitor,IL-2 act,EPAC1 ag,Abeta rescue,PLK1 PBD block,EPAC1 antag,FUS suppressor,PI5P4Ka inh
CC(=O)c1ccc(OC2OCCOC2Oc2ccc(C(C)=O)cc2)cc1 (stereo not drawn),2%,0.2,-7%,2%,3%,19%,-6%,-1
CCCn1c(SCC(=O)NC2CCCC2)nc2c1c(=O)n(C)c(=O)n2C,-31%,-3.6,0%,2%,-9%,10%,20%,-4
O=C(Nc1ccc([N+](=O)[O-])cn1)c1cc(-c2cccc(Br)c2)nc2ccccc12,2%,3.3,-5%,-16%,-9%,2%,11%,0
O=C(Cn1cnc2c(NCc3ccccc3)ncnc21)N1CCN(c2ccccn2)CC1,-1%,0.2,-1%,8%,-2%,-10%,-19%,1
CCOC(=O)c1ccc2nc(C)c(C)nc2c1,-8%,0.7,3%,-14%,-10%,4%,-7%,0
CCOC(=O)c1[nH]cnc1C(=O)Nc1ccccc1,-3%,0.5,-5%,-17%,2%,-4%,2%,-11
COc1ccc(CC(=O)NC2CCN(Cc3nnnn3C(C)(C)C)CC2)cc1OC,4%,-1.9,-8%,3%,-5%,-2%,7%,x
CC(C)(C)C(=O)C(CO)(Oc1ccc(Cl)cc1)n1cncn1 (stereo not drawn),-3%,-0.1,1%,-60%[inhibitor],2%,1%,18%,1
COc1cccc(NC(=O)C(Sc2nnc3ccccn23)c2ccccc2)c1 (stereo not drawn),-5%,0.6,-14%,2%,-3%,-9%,1%,3
O=C(N/N=C/C(Cl)=C/c1ccccc1)c1ccncc1,-3%,-0.7,-11%,-2%,-7%,u,5%,7
CCCC1C2C(=O)N(c3ccccc3)C(=O)C2ON1c1ccccc1 (stereo not drawn),4%,0.3,4%,10%,-4%,15%,25%,x
O=C(C(c1ccccc1)c1ccccc1)N1CCN(Cc2ccco2)CC1,-3%,2.6,11%,-6%,-9%,2%,-1%,x
Cn1c(=O)c2cc(S(=O)(=O)NCCC(=O)NC3CCCCCC3)ccc2n(C)c1=O,-13%,1.3,7%,7%,-1%,1%,-10%,x
